Screening results from PubChem BioAssay.
SENP8 block-1 = SENP8 protease inhibitors, primary screen, biochemical, luminescence; purified SENP8, Z-RLRGG-aminoluciferin cleavage; AID 2540, 2010; Sentrin-specific protease 8 (Homo sapiens), Q96LD8; hit rate 1.2% among 330,000; inhibition, % at 10 µM; in the data active = inhibition above about 50%
Target sequence (Q96LD8 whole entry, looked up): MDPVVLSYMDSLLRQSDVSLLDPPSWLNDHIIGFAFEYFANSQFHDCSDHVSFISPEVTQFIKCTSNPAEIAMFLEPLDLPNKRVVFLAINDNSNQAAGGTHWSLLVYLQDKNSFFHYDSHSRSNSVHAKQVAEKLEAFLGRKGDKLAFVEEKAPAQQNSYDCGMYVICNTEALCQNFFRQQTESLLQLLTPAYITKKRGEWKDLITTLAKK
HKDC1 inhibitor = HKDC1 hexokinase inhibitors, primary screen, biochemical, fluorescence, uHTS | Q2TB90 | recombinant HKDC1, G6PDH/diaphorase resazurin coupled fluorescence | inhibition, % at 20 µM | hit rate 0.16% among 340,000;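 active = inhibition above about 35% when tested at 20 µM, limit read from the data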;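 also: plate controls were DMSO wells with enzyme for no effect and DMSO wells lacking enzyme for full effect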
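Assay system: in-house recombinant HK5 (HKDC1) enzyme. Input: HKDC1 at 5 µg/mL. Medium: Tris pH 8.0 buffer with MgCl2, Tween-20, BSA, BME. Dosing: single 20 µM dose. Schedule: 90 min reaction incubation at room temperature, dark. Signal: resazurin-to-resorufin fluorescence via G6PDH and diaphorase coupling, 525/613 nm. Controls: DMSO-enzyme wells negative, buffer-substituted wells positive.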
SENP7 inh = SENP7 protease inhibitors, primary screen, biochemical, luminescence, uHTS. inhibition, % at 5 µM. Sentrin-specific protease 7 (Homo sapiens), Q9BQF6. recombinant SENP7, Z-RLRGG-aminoluciferin luminescence, 40 min. hit rate 1.5% among 330,000;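 active = inhibition above about 50% at the single test dose, limit read from the data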;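 also: plate controls were DMSO with enzyme for no effect and no enzyme buffer wells for full effect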
Target sequence (Q9BQF6 706-1050 limits assumed): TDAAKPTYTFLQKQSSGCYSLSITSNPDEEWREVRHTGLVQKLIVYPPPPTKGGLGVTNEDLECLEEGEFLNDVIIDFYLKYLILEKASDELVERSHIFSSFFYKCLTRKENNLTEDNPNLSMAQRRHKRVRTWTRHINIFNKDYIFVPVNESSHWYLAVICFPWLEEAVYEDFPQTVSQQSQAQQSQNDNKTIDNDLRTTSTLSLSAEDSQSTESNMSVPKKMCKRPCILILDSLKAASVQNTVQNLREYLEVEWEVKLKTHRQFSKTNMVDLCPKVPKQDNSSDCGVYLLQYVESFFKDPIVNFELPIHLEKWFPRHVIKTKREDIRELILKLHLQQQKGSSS
SENP6 block = SENP6 protease inhibitors, primary screen, biochemical, luminescence, uHTS | Recombinant SENP6 catalytic domain, aminoluciferin luminescence | inhibition, % at 10 µM | hit rate 1.8% among 330,000;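 active = inhibition above about 50% at the single tested dose, limit read from the data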;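 also: plate controls were DMSO wells with enzyme for no effect and DMSO wells lacking enzyme for full effect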
Target sequence (Q9GZR1 628-1112 limits assumed): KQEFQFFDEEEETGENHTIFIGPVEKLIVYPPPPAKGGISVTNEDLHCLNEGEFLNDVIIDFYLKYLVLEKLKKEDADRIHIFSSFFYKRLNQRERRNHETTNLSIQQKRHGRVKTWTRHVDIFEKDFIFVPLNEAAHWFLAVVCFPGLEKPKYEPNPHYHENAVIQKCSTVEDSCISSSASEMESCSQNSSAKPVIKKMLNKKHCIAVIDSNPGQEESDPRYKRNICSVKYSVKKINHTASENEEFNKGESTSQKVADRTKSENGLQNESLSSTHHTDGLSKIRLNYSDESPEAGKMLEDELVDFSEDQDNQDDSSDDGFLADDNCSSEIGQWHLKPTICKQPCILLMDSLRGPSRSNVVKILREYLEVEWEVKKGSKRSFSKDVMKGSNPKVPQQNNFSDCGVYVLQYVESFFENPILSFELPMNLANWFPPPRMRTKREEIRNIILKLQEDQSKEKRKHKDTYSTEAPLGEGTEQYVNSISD
UBC13 inh = UBC13 polyubiquitin chain formation inhibitors, primary screen, biochemical, TR-FRET, uHTS; inhibition, % at 20 µM; Ubiquitin-conjugating enzyme E2 N (Homo sapiens), P61088; AID 485273, 2010; hit rate 0.47% among 330,000; in the data active = inhibition above about 45%, passing the limit was not always enough
SENP1 FRET inh = human SENP1 catalytic domain inhibitors, primary screen, biochemical, FRET, uHTS; AID 624204, 2012; inhibition, % at 10 µM; hit rate 0.21% among 360,000; recombinant SENP1 catalytic domain, CyPet-SUMO1-YPet FRET cleavage; Sentrin-specific protease 1 (Homo sapiens), Q9P0U3;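 active = inhibition at least 30% at 10 µM, raw YFP signal under a set limit, fluorescence ratio 0.5 to 1.5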;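 also: 0% = enzyme with DMSO and 100% = no enzyme wells; some results filed as inactive read as strong as hits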
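Test system: recombinant human SENP1 catalytic domain, His6-tagged / Medium: pH 8 Tris buffer with EDTA, NaCl, BME, BSA, NP40, catalase / Also added: SUMO1 FRET substrate flanked by Cypet and Ypet, 25 nM / Times: 50 min reaction at room temperature / Signal: FRET, CFP and YFP emission / Control set: no-enzyme low control and enzyme-plus-DMSO high control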
MIN6 prolif = inducers of MIN6 beta-cell proliferation, primary screen, ATP luminescence, uHTS; MIN6 cells proliferation, ATPlite luminescence, 48 h; cells starved in 0.2% serum; 100% = growth in 10% serum; proliferation, % at 10 µM; hit rate 0.29% among 330,000; AID 2380, 2010;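 active = compounds whose signal lies at least 3.5 SD above the mean of all wells on their plate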;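 also: 0% = DMSO-treated cells in low-serum medium and 100% = 10% serum control; some compounds called inactive have numbers as strong as hits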
PfGluPho inh = PfG6PD enzyme inhibitors, primary screen, biochemical, fluorescence intensity, uHTS | glucose-6-phosphate dehydrogenase-6-phosphogluconolactonase (Plasmodium falciparum 3D7) | PfGluPho enzyme, NADPH resazurin-diaphorase fluorescence | inhibition, % at 20 µM | hit rate 0.78% among 350,000 | AID 504690, 2011;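 active = inhibition reaching at least a set limit at 20 µM in the primary screen, cut at about 59% in these data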;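 also: 0% = DMSO wells with substrate and 100% = DMSO wells lacking glucose-6-phosphate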
SENP8 block-2 = human SENP8 protease inhibitors, primary screen, biochemical, fluorescence, Nedd8 protein substrate, uHTS | inhibition, % at 20 µM | AID 602440, 2012 | hit rate 0.64% among 360,000 | Sentrin-specific protease 8 (Homo sapiens), Q96LD8 | recombinant SENP8; in the data active = inhibition mostly above about 40%, no sharp cut-off; inactive = mostly below about 27%
Numbers without * were called inactive; i = inactive.

SMILES	SENP8 block-1	HKDC1 inhibitor	SENP7 inh	SENP6 block	UBC13 inh	SENP1 FRET inh	MIN6 prolif	PfGluPho inh	SENP8 block-2
N#C/C(=C(\O)c1cc(Cl)sc1Cl)c1nc2ccccc2[nH]1	-10	5	-11	-13	-14	4	-8	-11	30
CNc1c([N+](=O)[O-])cnn1-c1ccccn1	6	-15	0	-13	0	0	1	6	9
COc1cc(C(=O)NCC2(N(C)C)CCCCC2)ccc1OCc1ccccc1	-3	2	-5	-21	2	1	-1	3	12
COc1ccc(NC(=O)CN2CCC(C(N)=O)(N3CCCCC3)CC2)cc1	3	-9	3	-6	3	2	1	-9	10
CCOc1ccc(S(=O)(=O)N(CC(=O)NCc2cccnc2)c2ccc(F)cc2)cc1	-2	-5	1	-12	3	1	-1	-2	-1
CCOc1ccc(N(CC(=O)NCCc2ccc(C)cc2)S(=O)(=O)c2c(C)noc2C)cc1	3	-2	-4	16	4	-1	-3	13	12
O=C(CCN1C(=O)/C(=C/c2ccccc2)SC1=S)NC1CCS(=O)(=O)C1 (stereo not given)	16	2	-3	17	-1	3	4	13	12
S=C(Nc1ccccc1)Nc1nccs1	-15	-4	-11	-6	9	0	-2	14	9
O=C(O)C1C2CCC(C2)C1C(=O)NCc1ccco1 (stereo not given)	3	-5	-4	1	6	0	-1	-7	17
O=C1CCCN1CCCNc1nc2c(S(=O)(=O)c3ccccc3)nnn2c2ccc(Cl)cc12	7	-21	-7	12	16	-2	-8	1	-312
O=C(CCC(=O)N(Cc1ccco1)C(C(=O)NC1CCCC1)c1ccncc1)Nc1cccnc1 (stereo not given)	0	3	4	-13	5	-1	0	-15	7
CC(=O)c1cc(-c2ccc(F)cc2)n(CCC(=O)Nc2cccnc2)c1C	-3	-7	3	4	8	1	2	-3	8
COc1ccc(-c2cn3ccsc3n2)cc1	22	-1	59*	64*	4	3	-2	5	15
COCCN(C(=O)COC(=O)c1ccccc1Oc1ccccc1)c1c(N)n(Cc2ccccc2)c(=O)[nH]c1=O	-2	-4	-4	2	-13	2	-2	-10	-2
CSc1ccc(-c2cc(=O)c3ccccc3o2)cc1	57*	1	-12	59*	33	-20	-2	59	-280
CC(=O)c1c2c3c(c(Br)ccc3n(C)c1=O)C(=O)c1ccccc1-2	0	4	-6	20	-18	0	-4	25	28
CC1Cc2ccccc2N1C(=O)c1ccc(N2CCCCC2)c([N+](=O)[O-])c1 (stereo not given)	-7	7	3	1	-9	5	-3	0	12
COc1ccc(OCC(=O)Nc2c3c(nn2-c2ccc(OC)cc2)CS(=O)(=O)C3)cc1	-3	5	11	-3	-4	2	3	-5	8
CC(=O)c1c(COC(=O)c2cccnc2)nc2ccccc2[n+]1[O-]	3	6	-4	-1	-10	3	-3	3	13
C=CCSC1=C(C#N)C2(CCCCC2)C(C#N)C(=O)N1 (stereo not given)	-1	-1	-1	-13	0	3	2	8	0

A run of entries from further up:
SMILES	SENP8 block-1	HKDC1 inhibitor	SENP7 inh	SENP6 block	UBC13 inh	SENP1 FRET inh	MIN6 prolif	PfGluPho inh	SENP8 block-2
CNc1c([N+](=O)[O-])cnn1-c1ccccn1	6	-15	0	-13	0	0	1	6	9
COc1cc(C(=O)NCC2(N(C)C)CCCCC2)ccc1OCc1ccccc1	-3	2	-5	-21	2	1	-1	3	12
COc1ccc(NC(=O)CN2CCC(C(N)=O)(N3CCCCC3)CC2)cc1	3	-9	3	-6	3	2	1	-9	10
CCOc1ccc(S(=O)(=O)N(CC(=O)NCc2cccnc2)c2ccc(F)cc2)cc1	-2	-5	1	-12	3	1	-1	-2	-1
CCOc1ccc(N(CC(=O)NCCc2ccc(C)cc2)S(=O)(=O)c2c(C)noc2C)cc1	3	-2	-4	16	4	-1	-3	13	12
O=C(CCN1C(=O)/C(=C/c2ccccc2)SC1=S)NC1CCS(=O)(=O)C1 (stereo not given)	16	2	-3	17	-1	3	4	13	12
S=C(Nc1ccccc1)Nc1nccs1	-15	-4	-11	-6	9	0	-2	14	9
O=C(O)C1C2CCC(C2)C1C(=O)NCc1ccco1 (stereo not given)	3	-5	-4	1	6	0	-1	-7	17
O=C1CCCN1CCCNc1nc2c(S(=O)(=O)c3ccccc3)nnn2c2ccc(Cl)cc12	7	-21	-7	12	16	-2	-8	1	-312
O=C(CCC(=O)N(Cc1ccco1)C(C(=O)NC1CCCC1)c1ccncc1)Nc1cccnc1 (stereo not given)	0	3	4	-13	5	-1	0	-15	7
CC(=O)c1cc(-c2ccc(F)cc2)n(CCC(=O)Nc2cccnc2)c1C	-3	-7	3	4	8	1	2	-3	8
COc1ccc(-c2cn3ccsc3n2)cc1	22	-1	59*	64*	4	3	-2	5	15
COCCN(C(=O)COC(=O)c1ccccc1Oc1ccccc1)c1c(N)n(Cc2ccccc2)c(=O)[nH]c1=O	-2	-4	-4	2	-13	2	-2	-10	-2
CSc1ccc(-c2cc(=O)c3ccccc3o2)cc1	57*	1	-12	59*	33	-20	-2	59	-280
CC(=O)c1c2c3c(c(Br)ccc3n(C)c1=O)C(=O)c1ccccc1-2	0	4	-6	20	-18	0	-4	25	28
CC1Cc2ccccc2N1C(=O)c1ccc(N2CCCCC2)c([N+](=O)[O-])c1 (stereo not given)	-7	7	3	1	-9	5	-3	0	12

Next part
SMILES	SENP8 block-1	HKDC1 inhibitor	SENP7 inh	SENP6 block	UBC13 inh	SENP1 FRET inh	MIN6 prolif	PfGluPho inh	SENP8 block-2
CC(=O)c1cc(F)c(N2CCCC2)cc1C	-2	-3	2	-2	-1	-5	1	3	-41
CCN(CCO)c1nc(NCc2ccccc2)c2cnn(C)c2n1	1	0	1	5	23	0	0	15	4
COc1ccc(C(=O)N/N=C2\CCc3ccccc32)cc1OC	-14	-2	0	-16	6	4	2	7	20
CS(=O)(=O)N(CC(=O)N1CCCCCC1)c1cccc(Br)c1	-5	1	-9	-11	-6	0	-3	6	19
Cc1cccn2c(=O)c(/C=C(\C#N)C(=O)NC3CCS(=O)(=O)C3)c(N3CCC(C)CC3)nc12 (stereo not given)	0	-9	8	12	-4	-102	-3	13	-135
Cc1ccc(NC(=O)COc2cccc3ccccc23)c(O)c1	8	0	1	-1	-10	0	0	-7	2
CCOc1ccc(-n2c(SCC(=O)Nc3nccs3)nc3c(c2=O)SCC3)cc1	10	-2	-3	-4	-6	-2	-1	7	-37
COc1ccc2ccccc2c1CNCc1ccc(C)cc1	-5	0	-1	0	3	-1	-3	1	9
O=C(CN1c2cccc3cccc(c23)S1(=O)=O)NCc1ccc(Cl)cc1	0	3	5	-2	9	-3	-5	9	i
CCOCCCNC(=O)C(C)NS(=O)(=O)c1ccc(C)cc1 (stereo not given)	2	1	-2	7	4	1	-2	-5	21
O=C1NC(=O)/C(=C\c2ccccc2Oc2ccc(F)c(F)c2)S1	14	12	6	12	-18	2	-5	-20	10
Cc1ccnc(NC(=S)NC(=O)/C=C/c2ccc(Cl)cc2)c1	-14	4	-2	-3	-16	1	-1	-18	12
O=S(=O)(Nc1nc2ccccc2nc1OCC(F)(F)F)c1cccs1	0	1	-2	2	21	-38	1	-16	-107
CCN(CC)S(=O)(=O)c1cccc(NC(=O)C2SC(=Nc3ccc(C)cc3C)C(C(=O)NC(C)COC)=C2N)c1 (stereo not given)	3	-4	-6	-16	-8	-34	0	-6	-33
Cc1ccc(S(=O)(=O)N(C)C)cc1NC(=S)NC(C)CCCC(C)C (stereo not given)	-6	-7	0	7	-1	3	-5	9	-4
Cc1cc(Cl)ccc1OCC(=O)OC(C)C(=O)NC(N)=O (stereo not given)	-16	4	-4	-9	-1	5	-2	-3	18
O=C(Cc1ccc2ccccc2c1)Nc1ccccc1Br	5	-2	-4	2	0	1	-2	2	11
COCCn1c(=O)[nH]c2cc(C(=O)NCCCN3CCN(c4ccc(F)cc4)CC3)ccc2c1=O	-5	-1	-7	-12	9	-2	-1	-13	-80
COc1ccc(-n2c(C)cc(C(=O)Cn3c(NCCO)nc4ccccc43)c2C)cc1	-6	6	-8	-4	-5	1	-5	-9	40
CCOC(=O)c1c(NC(=O)c2ccccc2C(=O)O)sc2c1CCC2	-4	-4	6	-15	-6	1	-2	-21	-60
CCC(=O)N1CCc2cc(S(=O)(=O)CCC(=O)Nc3ccc(C)cn3)ccc21	3	-9	1	-9	1	0	-1	1	6
Cc1cccc(OCC2=N/C(=C\N(C)C)C(=O)O2)c1	-3	1	0	-12	-2	0	-1	-9	12
CCOC(=O)CSc1nsc(SCC(=O)OCC)c1C#N	-1	-1	-8	-11	7	2	-4	-7	22
CCOC(=O)NC1(Nc2ccc(C)cc2)Oc2ccccc2O1	-9	-8	0	-2	-8	2	-5	25	19
Nc1n[nH]c(N)c1N=Nc1ccccc1F	-6	2	0	-12	3	1	-1	-9	34*
Cc1cc([N+](=O)[O-])ccc1-c1ccc(/C=N/NC(=O)c2ccc(Br)o2)o1	4	10	7	-2	-11	-20	-7	10	-130
Cc1ccc(C2(C)NC(=O)N(CC(=O)NNC(=O)c3ccccc3F)C2=O)cc1 (stereo not given)	-9	-7	3	-13	2	1	9	-11	-2
Cc1ccccc1CSc1nc2[nH]ncc2c(=O)[nH]1	-1	-6	-2	-11	-3	-1	2	0	2
COc1ccc(N(CN2C(=O)C3CCCCC3C2=O)C(=O)c2ccco2)cc1 (stereo not given)	-2	2	-5	-32	4	1	0	0	14
CCn1c(SCC(=O)Nc2ccc3c(c2)OCCO3)nnc1-c1ccco1	-1	-6	-5	5	7	2	-2	38	15
Cc1ccc(SCCCn2cncn2)cc1	0	-5	14	6	1	0	-1	5	17
O=C(CSc1nnc(-c2ccc(O)cc2)n1Cc1ccco1)c1cccs1	-19	-6	-2	-5	-15	2	-2	-2	16
COc1ccc(N2CCN(C(CNC(=O)OCc3ccccc3)c3ccco3)CC2)cc1 (stereo not given)	-6	-11	1	-14	-4	2	0	10	12
C=CCSc1nnc2c(n1)OC(c1ccccn1)N(C(C)=O)c1ccccc1-2 (stereo not given)	-1	-5	-1	-2	1	6	-2	-5	-2
